EBV gp42 block: blocks Epstein-Barr virus glycoprotein 42 binding. 220,000 tested, 0.42% active. inhibition, % (tested at 21.74 µM). Q1HVG2. Fluorescence polarization binding assay, mP read-out; in the data active = inhibition above about 50%
Rad51 HR inh: Rad51 (human) homologous recombination inhibition. inhibition, % at 10 µM. hRad51 DNA strand exchange, fluorescence dequenching. 200,000 tested, 0.085% active;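 active = inhibition above 40% at the single screening dose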;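 note: 0% = DMSO control wells and 100% = blanks with heterologous ssDNA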
Target sequence (Q06609 whole entry, looked up): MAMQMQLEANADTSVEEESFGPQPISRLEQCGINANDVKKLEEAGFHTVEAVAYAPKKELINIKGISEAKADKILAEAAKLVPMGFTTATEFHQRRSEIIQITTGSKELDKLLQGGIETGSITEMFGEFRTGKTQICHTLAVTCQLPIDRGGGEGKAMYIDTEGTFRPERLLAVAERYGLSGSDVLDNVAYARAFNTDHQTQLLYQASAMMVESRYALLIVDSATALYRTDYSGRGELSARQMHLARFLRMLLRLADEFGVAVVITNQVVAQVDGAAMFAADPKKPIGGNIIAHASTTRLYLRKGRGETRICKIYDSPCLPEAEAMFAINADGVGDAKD
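material = hRad51 filaments on single-stranded DNA | reagent = Donor/quencher-labelled 47-bp dsDNA substrate | compound = 10 µM final, single point | schedule = strand-exchange reaction 15 min at room temperature | measured by = fluorescein emission 520 nm, excitation 485 nm | read-out basis = % inhibition versus plate control and blank means | benchmarks = plate controls and plate blanks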
eIF4E-4G inh: eIF4E/eIF4G interaction inhibition in translation initiation; 220,000 tested, 0.37% active; P63073+Q04637; TR-FRET eIF4E-eIF4GI(517-606) binding, 2 h; AID 782; inhibition, % at 21.7 µM;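 note: 0% = full FRET control wells and 100% = background wells lacking eIF4GI fragment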
NCF1 inh: p47phox (human) inhibition; inhibition, % at 24.7 µM; p47phox/p22phox peptide binding, fluorescence polarization, 2 h; P14598; 220,000 tested, 0.53% active;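 note: 0% = p47phox with labelled peptide and 100% = labelled peptide alone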
Target sequence (P14598 whole entry, looked up): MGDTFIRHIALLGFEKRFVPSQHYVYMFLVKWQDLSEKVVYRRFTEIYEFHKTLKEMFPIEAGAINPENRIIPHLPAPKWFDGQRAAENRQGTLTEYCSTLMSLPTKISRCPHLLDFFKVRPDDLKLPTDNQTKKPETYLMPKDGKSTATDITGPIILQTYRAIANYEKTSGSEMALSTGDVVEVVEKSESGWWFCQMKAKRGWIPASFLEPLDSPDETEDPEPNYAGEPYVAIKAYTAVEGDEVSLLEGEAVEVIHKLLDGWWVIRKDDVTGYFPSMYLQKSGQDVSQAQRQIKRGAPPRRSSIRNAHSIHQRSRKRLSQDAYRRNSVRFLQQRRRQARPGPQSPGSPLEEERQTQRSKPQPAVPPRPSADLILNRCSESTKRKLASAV
KCC2 mod: modulators of human KCC2 chloride dependent transport; Q9H2X9; KCC2 cells, thallium flux FluoZin-2 fluorescence; B-score of Tl+ flux slope (higher = more flux/activation; lower = inhibition) at 10 µM; 190,000 tested, 2.2% active;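 active = thallium flux slope and its plate-corrected score both differing from the plate sample mean at a set confidence after two filtering rounds, in either direction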;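 note: slope of fluorescence scaled to starting intensity during 10 to 20 s after thallium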
Furin inhibitor: inhibitors of human furin | AID 463115 | purified furin, fluorogenic substrate cleavage | inhibition, % at 30 µM | 220,000 tested, 0.061% active | P09958; in the data active = inhibition above about 25%; note: inactives centre near -15
thrombin 1536: inhibitors of human thrombin; alpha-thrombin, Boc-VPR-AMC fluorogenic substrate cleavage; inhibition, % at 5 µM; 220,000 tested, 0.26% active;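 active = inhibition at or above 40%; inactive = inhibition below 40%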;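 note: 0% = enzyme with no compound and 100% = wells without enzyme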
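Material: human alpha-thrombin enzyme / Medium: pH 7.5 Tris (50 mM) with NaCl 150 mM, Tween 20 0.05% / Compound: single-point dosing at 5 µM, 0.2% DMSO / Incubation: enzyme reaction carried out at room temperature / Detection: AMC fluorescence, 355/460 nm / Read-out basis: percent inhibition scaled between no-compound controls and no-enzyme blanks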
14-3-3 Bad inh: disrupts binding of bovine 14-3-3 zeta to phospho-Bad peptide; P63103; TR-FRET 14-3-3zeta/Dy647-pBad peptide displacement, 1 h; inhibition, % at 21.7 µM; 220,000 tested, 0.71% active; AID 781;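 active = inhibition above about 70%, limit read from the data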;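 note: 0% = full 14-3-3 plus peptide FRET controls and 100% = background without 14-3-3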
KLK5 inh: inhibitors of human kallikrein 5; Q9Y337; recombinant hK5, fluorogenic AMC substrate cleavage; inhibition, % at 5 µM; 210,000 tested, 0.59% active; AID 873;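 active = inhibition of 40% or more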;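 note: 0% = enzyme controls without compound and 100% = no-enzyme blanks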
Target sequence (Q9Y337 67-293 limits assumed): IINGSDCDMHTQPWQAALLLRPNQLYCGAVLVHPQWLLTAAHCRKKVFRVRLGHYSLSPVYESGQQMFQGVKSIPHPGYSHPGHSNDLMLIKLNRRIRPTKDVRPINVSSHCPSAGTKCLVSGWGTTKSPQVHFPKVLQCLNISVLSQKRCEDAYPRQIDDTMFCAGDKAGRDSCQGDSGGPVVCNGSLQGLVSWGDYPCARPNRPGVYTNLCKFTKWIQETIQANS
* hit, by the source's call; nt = not tested or not shown; [ ] = remark or other dose.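 Rule for the calls, unless noted: active = inhibition above about 30% (limit read from the data); inactive = the rest.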

EBV gp42 block	Rad51 HR inh	eIF4E-4G inh	NCF1 inh	KCC2 mod	Furin inhibitor	thrombin 1536	SMILES	14-3-3 Bad inh	KLK5 inh
-2.9	19.8	1.4	3.9	nt	-8.5	-0.1	Cc1ccccc1NCC(=O)N=Nc1c(O)[nH]c2ccc([N+](=O)[O-])cc12	-16.3	3.9
-8.4	-2.8	-1.9	-3.2	-0.404	-3.5	10.4	OC(CN1CCOCC1)c1ccc(F)cc1 (centres undefined)	26.7	17.1
-4.4	nt	5.0	-8.5	1	-10.2	-5.7	CC(C)n1cnc2cc(NCc3ccccc3O)ccc21	5.6	-1.6
-20.4	-1.6	-1.4	2.1	0.778	-8.4	2.3	COC(=O)c1ccc(NC(=O)CNCc2ccncc2)cc1	-1.7	-15.2
-2.9	13.5	-2.5	-13.7	0.0225	-29.0	6.9	O=C(Nc1ccc(Cl)cc1)N1CCOC12CCC1(CC2)OCCO1	-5.6	-15.4
-5.4	-3.8	-1.2	-5.0	0.351	-20.9	-3.5	O=C(NCC1CCCO1)[C@@H]1CSC2c3ccccc3C(=O)N21 (some centres undefined)	-8.9[fluorescence artefact?]	13.8
-17.8	-2.8	1.0	-1.6	nt	-17.8	-4.4	COc1cccc(C(=O)Nc2cccc(NC(C)=O)c2)c1	0.3	-5.5
-0.3	5.1	3.9	-13.7	-3	-16.8	-23.4	CC(=O)c1ccc(-c2ccc(C(=O)N3CCCc4ccccc43)o2)cc1	-0.9	-4.5
-9.4	2.9	-2.2[fluorescence artefact?]	4.1	0.109	-11.7	-2.5	COc1ccc(CCNC(=O)Cc2cc(=O)[nH]c(=O)[nH]2)cc1OC	13.6[fluorescence artefact?]	-2.9
-18.8	-2.9	-0.1	1.8	nt	-22.6	7.3	Cc1ccc(CNC(=O)CSc2nc3ccccc3c(=O)n2CCCO)cc1	-2.8[fluorescence artefact?]	-6.6
0.1	2.0	-6.4	2.0	0.313	-21.7	-6.2	Cn1nc(-c2ccc(Cl)cc2)cc1NC(=O)CC(C)(C)CC(=O)O	-16.4	-2.6
6.7	1.9	-2.1	-14.4	nt	2.6	8.9	Cc1nn(CCc2nn[nH]n2)c2nc(-c3ccc(Br)cc3)cc(C(F)(F)F)c12	-1.0	31.5
-14.0	14.1	4.0	-18.9	0.154	19.0	-9.2	Cc1ccc(S(=O)(=O)N(C)C)cc1NC(=O)c1ccccc1Br	-6.4	-3.6
-3.7	13.8	2.5	-13.8	-2.69	-32.0	-2.8	CN(C[C@H](Cc1ccccc1)N(CCN(CCc1ccccc1)N=O)N=O)N=O	-2.2	-0.8
-8.7	nt	-0.6	-4.6	0.298	-2.1	3.6	COc1cc(/C=C/C(=O)O)cc(S(=O)(=O)NCc2ccc3c(c2)OCO3)c1OC	-2.9	1.6
-2.3	nt	0.2	-12.4	0.158	-14.4	-6.0	Cc1ccc(/C=C/C(=O)NCc2cccs2)cc1	14.7[fluorescence artefact?]	-10.4
-8.7	nt	5.1	-15.8	2.73	-21.3[20 µM]	0.1	O=C(COc1ccc2ccccc2c1)NNC(=O)[C@@H]1CCCC[C@@H]1C(=O)O	2.4	-13.2
-4.4	nt	4.6[fluorescence artefact?]	-5.8	0.228	-33.1	0.2	CCSc1nnc(NC(=O)C2CCN(S(=O)(=O)c3cc(C(F)(F)F)ccc3Cl)CC2)s1	-0.5	-8.2
-4.2	-7.7	3.0	-11.7	-0.339	-11.5	-4.3	COc1ccc(NC(=O)Cn2c(=O)c(C)nc3ccccc32)cc1Cl	3.5	7.0
-12.3	9.1	-0.5	-2.4	-0.633	-21.3	-2.5	Cc1ccc2c(c1)C(=O)C(=O)N2CCCOc1ccccc1	7.4	5.4
-19.1	-11.9	-3.7[fluorescence artefact?]	-15.6	0.533	0.6[20 µM]	-3.5	COc1cccc(NC(=O)Nc2nnc(-c3ccccc3SCc3ccccc3)s2)c1	-6.3[fluorescence artefact?]	-299.7
-1.6	-5.3	-0.2	-15.0	nt	-16.7	-2.8	O=C(c1nc2nc(-c3ccccc3)cc(C(F)(F)F)n2n1)N1CCOCC1	-0.1	-5.7
-22.0	5.7	4.9	0.1	nt	-8.5[20 µM]	-1.4	O=C(NCC1CCCO1)c1cc(-c2ccccc2)on1 (centres undefined)	10.5	-15.7
-11.9	-22.2	5.0	3.1	nt	-10.8	-2.0	Cc1ccc(Cl)cc1NC(=S)N(C)N	-4.2	6.6
-14.3	-0.4	7.1	-24.7	0.951	7.4	-3.4	O=C(Nc1ccccc1)/C(=C/c1ccc([N+](=O)[O-])cc1)NC(=O)c1ccccc1	9.3	-2.0
-1.0	0.7	0.9	-6.0	-0.0491	-12.2	-10.9	Oc1ccc(Br)cc1/C=N/Nc1nc(N2CCCCC2)nc(N2CCOCC2)n1	-5.7	-4.2
-5.7	0.8	-7.0	-8.9	-0.488	-9.9	0.5	COc1ccc(OC)c(C2C(C#N)=C(N)Oc3c2c(C)nn3-c2cccc(Cl)c2)c1 (centres undefined)	-5.0	3.0
2.1	7.2	4.3	-7.5	2.6	-13.8	-6.5	O=C(NC(=S)N1CCOCC1)C12CC3CCC(CC(C3)C1)C2	-8.1[fluorescence artefact?]	-7.0
4.1	-10.7	-2.7	3.3	0.0674	-26.4	-3.5	Cc1cc(-c2cc(C(=O)NC3CCCC3)on2)nc(NC2CCCC2)n1	7.7	-0.6
-0.7	4.9	-2.0	-9.5	nt	-19.7[20 µM]	0.3	O=C(COc1ccc(S(=O)(=O)N2CCCCC2)cc1)NCc1ccncc1	2.7	7.3
-12.9	4.5	5.5	-2.5	0.412	-15.6	-2.4	C#CCOCCOCCOCCNc1nc(N2CCN(C(=O)Cn3cc(CC(C)O)nn3)CC2)nc(N2CCN(C(=O)Cn3cc(CC(C)O)nn3)CC2)n1 (centres undefined)	38.8	-10.5
-1.4	3.3	3.7	-6.2	1.75	-4.4	-0.8	COC(=O)c1oc2ccccc2c1NC(=O)/C=C/C(=O)O	-21.3	1.8
-8.0	9.0	0.4	-5.8	0.759	-23.9	-3.2	Cc1ccc(-c2nc3cc(C)ccc3o2)cc1	-9.6	2.0
-13.1	2.1	5.5[fluorescence artefact?]	-6.0	0.182	-13.9[20 µM]	-1.6	CCCc1nc2cc(CC(=O)OC)ccc2o1	11.3[fluorescence artefact?]	-22.4
-5.5	1.0	-3.5	-0.2	-0.652	-21.1[20 µM]	-7.5	CC1CCC/C(=N/Nc2ccc([N+](=O)[O-])cc2[N+](=O)[O-])C1 (centres undefined)	-5.0[fluorescence artefact?]	-13.8
-16.4	11.5	-2.5[fluorescence artefact?]	-6.0	nt	-27.4	0.5	O=C1OCCC1S(=O)(=O)c1ccc2ccccc2c1 (centres undefined)	32.9[fluorescence artefact?]	-11.3
-2.3	nt	-1.1	-10.8	-0.509	-22.0	-5.9	Cc1ccccc1C(=O)Nc1c(-c2cccs2)c(=O)c2ccccc2n1C	2.6	0.1
-6.0	13.1	2.1	-2.3	0.0854	-20.5	3.5	O=C(O)c1ccc(N/N=C/c2cc3c(cc2[N+](=O)[O-])OCO3)cc1	-4.2	0.0
-11.0	nt	0.0	-15.2	0.4	-23.0	-5.9	Cc1nn(Cc2ccc(Cl)cc2)c(C)c1NC(=O)CSc1n[nH]c(C)c1[N+](=O)[O-]	5.4	-31.2
1.3	-1.3	3.5	-1.4	0.409	-18.9[20 µM]	-1.9	O=C(CN1C(=O)C2(OCCO2)c2ccccc21)c1ccc(Cl)cc1	17.1	-31.0
-4.4	-41.3	-0.3	-1.7	0.221	-14.6	-10.1	CCn1c(SCC(N)=O)nc2cc(S(=O)(=O)N3CCOCC3)ccc21	-5.7	-11.4
-1.9	-4.9	3.7	-6.8	0.0305	-14.8[20 µM]	3.0	Cc1ccc(-n2nnnc2-c2cnn(-c3cccc(F)c3)c2C(F)(F)F)cc1	-1.2[fluorescence artefact?]	-0.1
-15.7	nt	6.4	-39.0	nt	-4.4[20 µM]	-1.7	CC(C)CSc1ncnc2c1oc1nc3c(cc12)COC(C)(C)C3	12.3	5.7
20.3	-4.3	11.0	-16.2	-0.137	1.1[20 µM]	-4.7	COCCN1CN(S(=O)(=O)c2ccccc2)c2nc3ccccc3nc21	-2.3[fluorescence artefact?]	-2.2
-1.1	6.5	0.6	-3.3	0.071	-0.7[20 µM]	3.4	Cc1nn(CCc2n[nH]c(=S)n2-c2cccc(Cl)c2)c(C)c1[N+](=O)[O-]	-6.0[fluorescence artefact?]	-12.2
-14.3	15.5	1.4	-5.1	0.67	-20.0	1.7	Cc1ccc2c(c1)C1CN(C)CCC1N2C(=O)c1ccc(Cl)c(S(=O)(=O)N2CCOCC2)c1 (centres undefined)	-3.8	-2.0
-11.8	-2.3	0.3	-4.9	nt	-36.7	2.1	Cc1cc(C)n(-c2ccc(F)cc2CN2CCN(Cc3ccccc3)C(CCO)C2)n1 (centres undefined)	-9.1	nt
-15.6	0.9	0.3[fluorescence artefact?]	-9.3	0.258	-2.8	-0.4	CCCCCN(C(=O)NC(=O)NC(C)CC)S(C)(=O)=O (centres undefined)	11.9[fluorescence artefact?]	-24.6

Rewritten field by field: two of the compounds above
Cc1ccc2c(c1)C1CN(C)CCC1N2C(=O)c1ccc(Cl)c(S(=O)(=O)N2CCOCC2)c1 (centres undefined)
  EBV gp42 block: -14.3	Rad51 HR inh: 15.5	eIF4E-4G inh: 1.4	NCF1 inh: -5.1	KCC2 mod: 0.67	Furin inhibitor: -20.0	thrombin 1536: 1.7	14-3-3 Bad inh: -3.8	KLK5 inh: -2.0

Cc1cc(C)n(-c2ccc(F)cc2CN2CCN(Cc3ccccc3)C(CCO)C2)n1 (centres undefined)
  EBV gp42 block: -11.8	Rad51 HR inh: -2.3	eIF4E-4G inh: 0.3	NCF1 inh: -4.9	KCC2 mod: nt	Furin inhibitor: -36.7	thrombin 1536: 2.1	14-3-3 Bad inh: -9.1	KLK5 inh: nt

Arranged by heavy-atom count (rising): three of the compounds above.
EBV gp42 block	Rad51 HR inh	eIF4E-4G inh	NCF1 inh	KCC2 mod	Furin inhibitor	thrombin 1536	SMILES	14-3-3 Bad inh	KLK5 inh
-15.6	0.9	0.3[fluorescence artefact?]	-9.3	0.258	-2.8	-0.4	CCCCCN(C(=O)NC(=O)NC(C)CC)S(C)(=O)=O (centres undefined)	11.9[fluorescence artefact?]	-24.6
-15.7	nt	6.4	-39.0	nt	-4.4[20 µM]	-1.7	CC(C)CSc1ncnc2c1oc1nc3c(cc12)COC(C)(C)C3	12.3	5.7
-1.1	6.5	0.6	-3.3	0.071	-0.7[20 µM]	3.4	Cc1nn(CCc2n[nH]c(=S)n2-c2cccc(Cl)c2)c(C)c1[N+](=O)[O-]	-6.0[fluorescence artefact?]	-12.2

Retrieved one by one from the entries so far (3):
EBV gp42 block	Rad51 HR inh	eIF4E-4G inh	NCF1 inh	KCC2 mod	Furin inhibitor	thrombin 1536	SMILES	14-3-3 Bad inh	KLK5 inh
-0.3	5.1	3.9	-13.7	-3	-16.8	-23.4	CC(=O)c1ccc(-c2ccc(C(=O)N3CCCc4ccccc43)o2)cc1	-0.9	-4.5
-2.3	nt	0.2	-12.4	0.158	-14.4	-6.0	Cc1ccc(/C=C/C(=O)NCc2cccs2)cc1	14.7[fluorescence artefact?]	-10.4
-14.3	-0.4	7.1	-24.7	0.951	7.4	-3.4	O=C(Nc1ccccc1)/C(=C/c1ccc([N+](=O)[O-])cc1)NC(=O)c1ccccc1	9.3	-2.0

Screening data deposited in PubChem by several laboratories.
